G9a inh: qHTS Assay for Inhibitors of Histone Lysine Methyltransferase G9a | AID 504332, 2011 | actives 8.8% (n = 350,000) | G9a H3K9 monomethylation, AlphaScreen, 2 h | Histone-lysine N-methyltransferase EHMT2 (Homo sapiens), Q96KQ7 | Potency, µM (doses to about 102 µM), for inactives: at the highest dose activity, negative = inhibition, most hits filed as inhibitors; note: potency is the fitted concentration of half-maximal effect; % is set by controls: 0 for no effect and ±100 for the full control effect; nearly all actives have a fitted effect of over 75% in size
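Quantitative HTS format: methyltransferase activity on a biotin-tagged H3K9 peptide is measured by AlphaScreen, using a rabbit anti-monomethyl-H3K9 antibody with streptavidin donor and anti-IgG acceptor beads. Final levels are 20 nM enzyme, 500 nM peptide, 20 uM SAM; 2 h RT.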
JMJD2A Tudor: qHTS Assay for Inhibitors of JMJD2A-Tudor Domain | Lysine-specific demethylase 4A (Homo sapiens), O75164 | AlphaScreen JMJD2A-Tudor / H3K4me3 peptide binding | Potency, µM (titrated, usually from 114 µM), for inactives: at the top dose activity change, negative = inhibition, usual class: inhibitors | actives 4.4% (n = 390,000) | AID 504339, 2011; note: potency is the fitted concentration of half-maximal effect; % is set by controls: 0 for no effect and ±100 for the full control effect; nearly all actives have a fitted effect of over 50% in size
HP1b binding inh: HTS for Inhibitors of HP1-beta Chromodomain Interactions with Methylated Histone Tails. Chromobox protein homolog 1 (Homo sapiens), P83916. AlphaScreen HP1-beta / biotin-H3K9me3 peptide binding. Potency, µM (doses to about 114 µM), for inactives: top-dose activity change, negative = inhibition, hits mostly inhibitors. actives 0.56% (n = 390,000). AID 540317, 2011; note: potency is the fitted concentration of half-maximal effect; nearly all actives have a fitted effect of over 70% in size; inactives centre near 23
Target sequence (P83916 whole entry, looked up): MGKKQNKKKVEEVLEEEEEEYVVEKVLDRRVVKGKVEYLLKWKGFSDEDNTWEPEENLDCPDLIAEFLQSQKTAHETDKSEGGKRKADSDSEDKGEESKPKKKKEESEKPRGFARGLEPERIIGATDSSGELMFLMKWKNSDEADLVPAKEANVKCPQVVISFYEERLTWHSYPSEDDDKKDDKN
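Compound inhibition of the preformed complex between 50 nM HP1-beta and 50 nM biotinylated H3K9me3 peptide was read by AlphaScreen. Buffer was PBS pH 7.4 with 0.01% Tween-20. Incubations ran 30 min at room temperature, with 10 ug/mL donor/acceptor beads.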
RGS4 inh: Inhibitors of Regulator of G Protein Signaling (RGS) 4: qHTS; Regulator of G-protein signaling 4 (Homo sapiens), P49798; Transcreener GDP fluorescence polarization, RGS4-accelerated GTP hydrolysis; Potency, µM (top dose mostly 114 µM), for inactives: at the top dose activity change, negative = inhibition, hits mostly inhibitors; actives 0.039% (n = 390,000); note: potency is the fitted concentration of half-maximal effect; % is set by controls: 0 for no effect and ±100 for the full control effect; nearly all actives have a fitted effect of over 75% in size; some results filed as inactive show a strong effect at the top dose
Target sequence (P49798 whole entry, looked up): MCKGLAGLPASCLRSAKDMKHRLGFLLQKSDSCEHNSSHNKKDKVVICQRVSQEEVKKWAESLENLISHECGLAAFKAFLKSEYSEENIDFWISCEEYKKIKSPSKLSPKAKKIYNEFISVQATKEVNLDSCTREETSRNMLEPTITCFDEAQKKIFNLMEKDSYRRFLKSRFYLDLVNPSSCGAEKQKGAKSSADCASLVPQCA
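MLSMR compounds (23 nl, pin-transferred) preincubated 10 min at room temperature with a 500nM (2x) first reagent, then RGS4 at 900nM (2x) plus Transcreener GDP mix added; fluorescence polarization (620/688 nm) read before and after 90 min at 30 °C.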
GLS inhibitor: qHTS for Inhibitors of Glutaminase (GLS) | Glutaminase kidney isoform, mitochondrial (Homo sapiens), O94925 | Potency, µM (top dose mostly 45.5 µM), without a hit: top-dose activity change, negative = inhibition, actives largely listed as inhibitors | GLS enzymatic activity, qHTS titration | actives 0.21% (n = 410,000); note: potency is the fitted concentration of half-maximal effect; % is set by controls: 0 for no effect and ±100 for the full control effect
Target sequence (O94925 whole entry, looked up, canonical isoform): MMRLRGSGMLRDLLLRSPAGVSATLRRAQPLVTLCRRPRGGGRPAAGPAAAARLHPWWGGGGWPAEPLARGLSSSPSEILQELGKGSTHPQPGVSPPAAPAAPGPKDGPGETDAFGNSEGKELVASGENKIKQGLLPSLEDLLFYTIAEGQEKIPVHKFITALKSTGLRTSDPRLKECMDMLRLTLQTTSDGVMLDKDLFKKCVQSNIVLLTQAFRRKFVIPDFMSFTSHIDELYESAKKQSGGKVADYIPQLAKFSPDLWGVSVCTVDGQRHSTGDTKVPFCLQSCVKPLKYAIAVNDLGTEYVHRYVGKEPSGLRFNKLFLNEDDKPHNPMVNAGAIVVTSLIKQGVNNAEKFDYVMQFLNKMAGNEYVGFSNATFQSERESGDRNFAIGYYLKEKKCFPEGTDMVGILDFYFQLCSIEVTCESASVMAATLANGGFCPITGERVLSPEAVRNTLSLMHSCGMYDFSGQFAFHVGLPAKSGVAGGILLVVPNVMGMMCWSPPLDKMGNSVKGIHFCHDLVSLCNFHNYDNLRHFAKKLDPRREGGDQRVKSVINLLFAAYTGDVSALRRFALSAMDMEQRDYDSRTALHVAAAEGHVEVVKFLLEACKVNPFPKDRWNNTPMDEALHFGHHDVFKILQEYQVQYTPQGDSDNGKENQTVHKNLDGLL
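Enzyme dispensed in phosphate buffer (45 mM, pH 8.2, 0.02% Tween-20), compounds pinned in, then 1 mM L-glutamine solution and the glutamate oxidase–HRP–Amplex Red mix added; fluorescence read immediately and again after 30 min at room temperature.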
ALOX12 inh: Primary qHTS assay for inhibitors of human arachidonate 12S-lipoxygenase (ALOX12): Round 2; Polyunsaturated fatty acid lipoxygenase ALOX12 (Homo sapiens), P18054; purified 12hLO, xylenol orange hydroperoxide absorbance; Potency, µM (top dose mostly 108 µM), without a hit: top-dose activity change, negative = inhibition, usual class: inhibitors; actives 1.1% (n = 580,000); AID 1671190, 2021; note: potency is the fitted concentration of half-maximal effect; % is set by controls: 0 for no effect and ±100 for the full control effect
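Purified human 12hLO (150 nM final) in 25 mM Hepes, 0.01% Triton X-100, pH 7.0 was preincubated 15 min at room temperature with compound. Then 40 uM arachidonic acid was added, 30 min. Hydroperoxide was read by Fe-XO absorbance ratio 573/405 nm.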
BAZ2B inh: qHTS Assay for Inhibitors of BAZ2B; Bromodomain adjacent to zinc finger domain protein 2B (Homo sapiens), Q9UIF8; AlphaScreen BAZ2B-H3K14Ac peptide displacement; Potency, µM (top dose mostly 114 µM), for inactives: at the top dose activity change, negative = inhibition, most hits filed as inhibitors; actives 4.4% (n = 360,000); AID 504333, 2011; note: potency is the fitted concentration of half-maximal effect; % is set by controls: 0 for no effect and ±100 for the full control effect; nearly all actives have a fitted effect of over 60% in size
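In this displacement format the biotinylated H3(5-23) peptide acetylated at Lys14 serves as ligand at 50 nM, with BAZ2B at 50 nM in PBS pH 7.4 containing 0.01% Tween-20. Donor and acceptor beads are 10 ug/mL final.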
PI4K2A inh: qHTS for small molecular inhibitors of PI4K2A; AID 1346378, 2018; purified PI4K2A, ADP-Glo luminescence, 1 h; stronger effect = lower value; activity change, negative = inhibition, % at 76.9 µM; actives 0.13% (n = 420,000); in the data active = activity change below about -50%; inconclusive = mostly about -30% to -49%;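 note: -100% = wells without enzyme as full effect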
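In this quantitative HTS, ADP production by PI4K2A was quantified luminescently after 1 h at ambient temperature; 100 microM adenosine served as plate-quality control.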
ERG-DNA inh: qHTS for Small Molecule Inhibitors of the ERG Ets/DNA interaction; fluorescence polarization, His-ERG Ets domain / labelled DNA; Potency, µM (top dose mostly 76.9 µM), for the others: at the top dose FP activity, negative = inhibition, hits mostly inhibitors; actives 0.028% (n = 370,000); AID 624246, 2012; active = well fitted inhibition curve with a large enough effect in the polarisation, with a control signal flat; inconclusive = small, poorly fitted or top-dose-only effect, or effect the other way, or a change in a side signal; inactive = no such curve, though single readings can be large or run the other way; the % refers to the polarisation;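 note: polarization taken with two DNA probes labelled with fluorescein and Texas red; potency is the fitted concentration of half-maximal effect; % of control where 0% means no effect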
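His-tagged ERG Ets domain (1 uM in the protein solution; 300mM KCl, 50mM Tris-HCl, 1mM EDTA, 1mM DTT, pH 7.5) received compound, then a probe mix of 5 nM fluorescein-DNA and 100nM Texas-615-DNA. Fluorescence polarization was read for both dyes.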
Starred values were filed as active, the others as inactive; ? = inconclusive; · = no result given; [ ] = remark or other dose. Unless noted, calls come from the whole dose curve; as a rule, active = well fitted curve in the direction sought with a large enough effect; inconclusive = small, poorly fitted or top-dose-only effect, or another doubt; inactive = no such curve, though single readings can be large; an effect the other way counts as inactive or inconclusive. This is a subset (hit frequency here may not be typical).

SMILES	G9a inh	JMJD2A Tudor	HP1b binding inh	RGS4 inh	GLS inhibitor	ALOX12 inh	BAZ2B inh	PI4K2A inh	ERG-DNA inh
COCCNc1c2c(nc3c(-c4ccccc4)c(C)nn13)CCC2	48%	9%	57%[activator]	3%	-3%	0%	7%	4	-7%
CC(=O)Nc1ccc(/C=N/NC(=O)CNC(=O)c2ccccc2)cc1	·	-15%	8%	9%	4%	7%	-2%	8	-7%
O=C(O)CC1NC(=S)N(c2ccccc2)C1=O (stereo not drawn)	?	?	9%	11%	7%	-11%	11%	-11	6%
C=CCC[C@@H](Cc1ccc(F)cc1)C(=O)OC[C@@H](C)NC(=O)[C@H](CC=C)CC(=O)N(CCO)Cc1ccccc1	·	-15%	53%[activator]	-8%	0%	4%	·	-1	7%
CCOc1ccc(NC(=O)CC2C(=O)N(c3ccccc3)C(=O)N2CCOC)cc1 (stereo not drawn)	?	-6%	30%	-7%	-1%	-6%[57.4 µM]	18%	-8	-13%
CC1CCCC(C)N1c1nnc(N)s1 (stereo not drawn)	18µM*	-10%	42%[activator]	-31%	-2%	?	-16%	5	-4%
CCc1c(C)nc(N2CCN(c3ccc(OC)cc3)CC2)[nH]c1=O	22%	-6%	17%	-12%	37%[activator]	14%	6%	-3	3%
Cn1c(C(=O)NCc2ccccc2F)cc2cc(S(=O)(=O)N3CCCCC3)ccc21	?	-18%	15%[57 µM]	11%	0%	-24%	4%	-1	-9%
Cn1c(=O)[nH]c(=O)c2c1nc(NCc1ccccc1)n2CCCc1ccccc1	-35%	-23%	3%	-34%	18%	10%	3%	-5	3%
Cc1cc(NC(=O)CSc2nc3c(c(=O)n2C)SCC3)no1	4%	-21%	2%	10%	-2%	?	-12%	-1	-1%
Cc1cccc(Nc2nc(N)nc(N)c2N=O)c1	·	-30%	1%[57 µM]	3%	4%	-21%	·	-19	10%
Cn1c(SCC(=O)NCCc2ccccc2)nnc1-c1ccco1	12%[12.7 µM]	89µM*	-12%	0%	-7%	7%	4%	-2	0%
CN1CCN(CCCn2cnc3c(=O)oc4ccccc4c32)CC1	5%[12.7 µM]	-6%	52%[activator]	8%	23%	-10%	-3%	0	-3%
CCCCOc1ccc(CSC(CC(=O)O)C(=O)O)cc1 (stereo not drawn)	?	-13%	40%	-27%	3%	-29%	10%	-14	-10%
O=C(CSc1nnc2scc(-c3ccc(Cl)cc3)n12)NCc1ccc2c(c1)OCO2	15%[59 µM]	-3%	23%	-15%	0%	-11%	-3%	-4	-3%
S=C(Nc1ccc(Cl)cc1)N1CCCC1	25%[59 µM]	3%	29%	-19%	10%	2%	-5%	-2	0%
O=C(COc1ncnc2sccc12)Nc1cccc(S(=O)(=O)N2CCCC2)c1	?	-20%	24%	10%[56.9 µM]	-14%	21%	-11%	1	-2%
NC(=S)Nc1ccc(Oc2ccc(NC(N)=S)cc2)cc1	-4%[59 µM]	-19%	-3%	-14%	43%[activator]	?	-11%	-3	·
O=C(Nc1ccc(/C=C/c2nc3ccccc3o2)cc1)c1ccc(F)cc1	91%[activator][59 µM]	-10%	27%	14%	-3%	5%	-3%	3	-4%
O=c1ccc(-c2ccc(S(=O)(=O)NCC3CCN(Cc4cccc(F)c4)CC3)s2)n[nH]1	·	-33%	57%[activator]	5%[56.9 µM]	3%	-6%	?	0	-1%
CC(=O)CCn1c(=O)n(CCC(C)=O)c(=O)n(CCC(C)=O)c1=O	-29%[59 µM]	12%	47%[activator]	-23%	-3%	-7%	-1%	-4	1%
CCOC(=O)c1c(-c2ccc(OC)cc2)csc1NC(=O)CCN1CCOCC1	3.5µM*	20µM*	?	24%	-8%	?	22µM*	-2	10%
Nc1ccccc1NC(=O)c1ccccc1N	-1%[2.33 µM]	-5%[57.1 µM]	46%[activator]	6%[56.9 µM]	34%[activator]	-9%	13%	-7	-6%
C=CCSc1nc(-c2ccccc2)c(C#N)c(=O)[nH]1	-36%[2.33 µM]	-15%	13%	-10%	22%	-9%	?	-4	3%
Nc1cc2c(cc1C(=O)c1ccc(Cl)cc1)OCCO2	45µM*	50µM*	-56%	-12%	13%	-5%	35µM*	3	-5%
O=C(Cc1cccc(NC(=O)C2CCCN(C(=O)c3ccccc3)C2)c1)Nc1cccc(C(=O)N2CCOCC2)c1 (stereo not drawn)	·	-4%	40%[activator]	5%	-1%	-11%	·	-3	-5%
Cc1cc(C)c(-c2c(N)cc(Br)cc2Br)c(N)c1	·	?	-33%	-2%	-8%	-24%	·	15	2%
Cc1ccccc1CSc1nc2cc(C(=O)NC3CCCC3)ccc2c(=O)n1Cc1ccccc1	10%[59 µM]	0%	25%[57 µM]	-19%	4%	-12%	0%	-1	2%
CC(=O)c1ccc(S(=O)(=O)N(Cc2cc3cc4c(cc3[nH]c2=O)OCCO4)CC2CCCO2)cc1 (stereo not drawn)	-7%	-5%	1%	-9%	1%	-10%	-7%	-3	·
CCc1nn(CC(=O)NCCC(C)C)c(=O)c2cc3c(OC)cccc3n12	1%	-18%	18%	14%	-5%	10%	14%	5	-7%
CC[C@@]1(C(=O)OC)N[C@H](CN(C)C(C)=O)[C@@H]2C(=O)N(Cc3ccccc3)C(=O)[C@@H]21	·	-2%	42%[activator]	-19%	0%	?	·	0	7%
COC(=O)CSc1n[nH]c(-c2cccnc2)n1	29%[59 µM]	-12%	12%	-7%	-2%	17%	3%	0	·
COC(CNC(=O)c1ccc(CS(=O)(=O)c2ccc(C)cc2)o1)OC	17%	-16%	34%	5%	-5%	-14%	-15%	1	12%
COc1ccc2oc(N)nc2c1	·	-3%	17%	15%	1%	12%	·	-2	-7%
O=c1[nH]cnc2sc3c(c12)CCN(Cc1ccccc1)C3	?	-16%	23%	-19%	?	149%[activator]	-17%	-8	8%
Cc1cc(NC(=O)c2nn(C)c(C)c2Br)no1	39%	-3%	36%	22%	-1%	15%	-2%	1	-27%
COC(=O)C1=C(CSc2nncn2C)NC(=O)NC1c1cc(C)ccc1C (stereo not drawn)	22µM*	-13%	35%	0%	15%	-20%	10%	1	2%
Cc1ccc(Cc2nc3ccccc3nc2SCC(=O)N2CCc3ccccc32)cc1	-5%[59 µM]	-10%	18%[57 µM]	2%	-3%	-18%	9%	1	-8%
Cc1c(NS(=O)(=O)c2cc(C(=O)N(C)Cc3ccccc3)ccc2Cl)c(=O)n(-c2ccccc2)n1C	·	-12%	10%	-15%	-23%	-7%	·	4	-6%
COc1ccc(S(=O)(=O)c2c(O)c(C)cc(NS(=O)(=O)c3ccc(Cl)cc3)c2C(C)C)cc1	-35%[59 µM]	-23%	13%	-34%	11%	?	?	-3	2%
CN1CCc2nc3sc(C(=O)Nc4c(F)cccc4F)c(N)c3cc2C1	16µM*	-26%	26%	-39%	3%	-1%	-38%	1	2%
CCc1ccc(-n2c(=O)c3c(C)c(C(=O)N(C)C)sc3n(CC(=O)Nc3cc(Cl)ccc3C)c2=O)cc1	?	-27%	36%	-12%	0%	-19%	-2%	-2	3%
CC(=O)c1ccc(CCCCc2ccc(C(C)=O)cc2)cc1	·	8%	37%[57 µM]	11%	1%	3%	·	-3	-2%
C/C(CC(=O)NCc1ccc(Cl)cc1)=N\NC(=O)COc1ccc(C)cc1Br	16%	-15%	4%	7%	1%	-4%	-18%	1	-3%
COc1cccc(-c2cc(C(F)(F)F)n3nc(C)c(-c4ccccc4)c3n2)c1	0%[59 µM]	-13%	12%	-2%	1%	-5%	-17%	3	-2%
CC(C)N(C(=O)NC(=O)NCC1CCCO1)S(C)(=O)=O (stereo not drawn)	-37%[59 µM]	-8%	12%	12%	7%	15%	-23%	-7	·
CCS(=O)(=O)Nc1cc(C(=O)OC)ccc1C(=O)OC	2.8µM*	-22%	-16%	-31%	-2%	?	-8%	-2	7%
CCS(=O)(=O)N1CCC(C(=O)NCc2ccccn2)CC1	23%[59 µM]	-2%	40%[activator]	-9%	5%	4%	-3%	-2	·

BAZ2B inh: hit marks shown above
SMILES	G9a inh	JMJD2A Tudor	HP1b binding inh	RGS4 inh	GLS inhibitor	ALOX12 inh	BAZ2B inh	PI4K2A inh	ERG-DNA inh
CCOC(=O)c1c(-c2ccc(OC)cc2)csc1NC(=O)CCN1CCOCC1	3.5µM*	20µM*	?	24%	-8%	?	22µM*	-2	10%
Nc1cc2c(cc1C(=O)c1ccc(Cl)cc1)OCCO2	45µM*	50µM*	-56%	-12%	13%	-5%	35µM*	3	-5%

From PubChem BioAssay
